STAT3 activator: increases IL-6 driven STAT3 reporter signal | U3A cells, IL-6 STAT3-luciferase reporter, luminescence; 100% = signal with IL-6 EC80 alone | activation (% of control), % at 5.6 µM | AID 871 | 0.91% of 190,000 active;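 active = activation above the screen-wide mean of compound activation plus 3 SD, cut at about 130% in these data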;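 also: 0% = background luminescence of wells with medium and substrate only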
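Test system: STAT3-luciferase reporter U3A cells; Detection: reporter luminescence signal; Times: 1 h compound pre-exposure, 6 h IL-6 stimulation, 37 °C; Benchmarks: IL-6-only high control; Also added: IL-6 stimulus at 33 ng/mL final.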
TLR4 MyD88 comp: blocks binding of human TLR4 to MyD88 | O00206+Q99836 | HeLa CL3-4 TLR4/MyD88 BLA complementation, FRET ratio | inhibition, % at 8.4 µM | 0.18% of 200,000 active; in the data active = inhibition above about 25%;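 also: 0% = vehicle and 100% = reference inhibitor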
Target sequence (O00206 whole entry, looked up): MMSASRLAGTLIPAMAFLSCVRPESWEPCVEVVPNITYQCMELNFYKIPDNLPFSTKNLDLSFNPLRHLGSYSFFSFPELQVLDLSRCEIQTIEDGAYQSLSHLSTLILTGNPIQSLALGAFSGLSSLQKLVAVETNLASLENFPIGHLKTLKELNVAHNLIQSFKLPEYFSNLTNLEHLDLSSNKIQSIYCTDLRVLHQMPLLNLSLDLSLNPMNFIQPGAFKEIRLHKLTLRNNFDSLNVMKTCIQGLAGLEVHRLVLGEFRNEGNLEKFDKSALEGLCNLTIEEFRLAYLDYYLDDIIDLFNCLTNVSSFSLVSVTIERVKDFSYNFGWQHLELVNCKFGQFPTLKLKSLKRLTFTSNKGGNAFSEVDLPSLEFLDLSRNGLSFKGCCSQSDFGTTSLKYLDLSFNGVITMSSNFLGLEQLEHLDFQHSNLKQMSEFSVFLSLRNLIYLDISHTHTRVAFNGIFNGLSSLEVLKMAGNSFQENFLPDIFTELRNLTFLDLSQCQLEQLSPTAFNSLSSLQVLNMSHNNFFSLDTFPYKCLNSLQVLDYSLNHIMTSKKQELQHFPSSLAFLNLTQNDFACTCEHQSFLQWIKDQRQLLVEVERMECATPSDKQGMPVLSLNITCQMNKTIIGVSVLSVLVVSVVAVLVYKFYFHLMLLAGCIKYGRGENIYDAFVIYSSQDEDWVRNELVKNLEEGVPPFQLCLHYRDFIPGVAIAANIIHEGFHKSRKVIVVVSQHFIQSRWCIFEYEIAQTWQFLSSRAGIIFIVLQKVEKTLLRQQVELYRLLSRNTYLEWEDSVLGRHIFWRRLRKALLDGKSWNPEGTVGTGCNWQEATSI
Target sequence (Q99836 whole entry, looked up): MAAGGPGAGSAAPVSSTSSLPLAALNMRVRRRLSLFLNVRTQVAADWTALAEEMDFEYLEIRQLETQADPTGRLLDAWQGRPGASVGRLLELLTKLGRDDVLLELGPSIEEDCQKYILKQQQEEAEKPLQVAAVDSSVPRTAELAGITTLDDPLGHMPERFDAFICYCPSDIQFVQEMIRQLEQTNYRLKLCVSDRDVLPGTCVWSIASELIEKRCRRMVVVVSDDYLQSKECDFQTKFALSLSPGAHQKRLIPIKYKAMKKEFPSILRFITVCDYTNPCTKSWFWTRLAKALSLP
APP 5'UTR act: activates APP 5'UTR luciferase reporter. activation, % at 2 µM. 1% of 190,000 active. SH-SY5Y APP 5'UTR luciferase reporter, luminescence; zero percent = DMSO vehicle wells;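 active = activation above a set limit, based on mean plus 3 SD of controls, cut at about 140% in these data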; also: values of inactives mirror those of a sister screen read the other way
STAT1 act: STAT1 signaling activation | 2.6% of 200,000 active | NIH 3T3 STAT1-luciferase reporter, IFN-gamma, luminescence; 100% = IFN-gamma alone, no compound | activation (% of control), % at 5.5 µM;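 active = activation above the screen-wide mean activation plus 3 SD, cut at about 130% in these data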;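 also: raw ratio to IFN-gamma control signal so 100% means no change and 0% no light; values of inactives mirror those of a sister screen read the other way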
NF-kB expr up: compounds increasing NF-kB expression in human neuronal cells. NF-kB reporter expression; active compounds read high. fold change at 12.5 µM. 1.6% of 190,000 active. AID 1239; in the data active = fold change above about 3.3
STAT3 inh: inhibitors of IL-6 induced STAT3 signaling | U3A cells, IL-6 STAT3-luciferase reporter, luminescence; host cell line lacks STAT1 | inhibition, % at 5.5 µM | 0.89% of 190,000 active | AID 862;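 active = inhibition above the mean inhibition across all screened compounds plus 3 SD, cut at about 44% in these data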;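 also: 0% = DMSO only wells and 100% = 100 µM nifuroxazide control wells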
HMGR II inh: blocks class II HMG-CoA reductase of Enterococcus faecalis; AID 1066; purified E. faecalis HMGR, NADPH absorbance 340 nm kinetic; inhibition, % at 10 µM; 0.41% of 190,000 active;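 active = inhibition above a set limit, the median over all tested compounds plus 3 SD, cut at about 9.5% in these data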;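 also: enzyme runs in reverse so mevalonate oxidation gives rising NADPH absorbance; 0% = complete reaction with DMSO and 100% = background rate lacking mevalonate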
Hsp70 act: Hsp70 transcriptional activation, primary screen | HeLa Hsp70 promoter luciferase reporter, luminescence; scaled: vehicle 0, proteasome-inhibitor control 100% | activation, % at 10 µM | 0.04% of 200,000 active;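 active = activation above the mean across all tested compounds plus 3 SD, cutoff set per campaign, cut at about 5.5% in these data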;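 also: 100% = MG132 at 30 µM as the positive control and 0% = DMSO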
DTT redox prof: compounds producing H2O2 with reducing agent – biochemical, NIH compound library profiling, artefact control for MLSCN library redox annotation, primary screen; DTT-dependent redox cycling H2O2, phenol red/HRP absorbance; 100% = 100 µM peroxide control, 0% = buffer; activation, % at 10 µM; 0.03% of 200,000 active; AID 878;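 active = activation of at least 50% relative to the plate's high and low controls in the primary single-dose screen; inactive = activation below 50%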;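 also: compound incubated with DTT at 0.8 mM final as the reducing agent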
STAT1 blocker: inhibitors of IFN-gamma induced STAT1 signaling. 0.35% of 200,000 active. inhibition, % at 5.5 µM. NIH 3T3 STAT1-luciferase reporter, luminescence;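 active = inhibition above a set limit, the mean inhibition across all tested compounds plus 3 SD, cut at about 34% in these data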;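 also: 0% = IFN-gamma with DMSO and 100% = IFN-gamma with 300 µM nifuroxazide; values of inactives mirror those of a sister screen read the other way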
* = called active by the depositor; nt = no result given.

SMILES | STAT3 activator | TLR4 MyD88 comp | APP 5'UTR act | STAT1 act | NF-kB expr up | STAT3 inh | HMGR II inh | Hsp70 act | DTT redox prof | STAT1 blocker
O=C(O)CC1S/C(=N/N=C/c2ccc(-c3ccccc3[N+](=O)[O-])o2)NC1=O (configuration not stated) | 108 | 3 | nt | 100 | 0.85 | -10 | -3 | 0.4 | 1.0 | 3
COc1ccc(N2CC(C(=O)NCc3ccccc3)CC2=O)cc1 (configuration not stated) | 101 | 10 | -10 | 103 | 1.1 | 5 | -4 | -0.2 | -3.6 | -2
CC(=O)Nc1ccc(NC(=O)C(C)OC(=O)c2ccc(C)s2)cc1 (configuration not stated) | 103 | 1 | -8 | 97 | 1 | 1 | -2 | 0.0 | -0.3 | 1
COc1cc(NS(=O)(=O)c2ccc(Br)s2)cc(OC)c1 | 101 | -18 | -2 | 94 | 1 | 2 | 1 | -0.2 | 0.4 | 6
Cc1ccc(NC(=O)CN(C)C(=O)COc2ccc(C(=O)c3ccc(F)cc3)cc2)cc1 | 95 | 0 | -17 | 98 | 1.1 | 4 | -5 | -0.4 | -0.8 | 4
Cc1ccccc1Nc1nccc(N(C)C)c1C#N | 95 | -1 | 21 | 96 | 1.2 | 10 | -2 | 0.2 | -1.7 | 3
CN(C)CCCN1C(=O)C(=O)/C(=C(/O)c2ccncc2)C1c1cccnc1 (configuration not stated) | 102 | 4 | 1 | 104 | 0.91 | 1 | -4 | -0.4 | 1.9 | -4
COc1ccccc1C(=O)NCc1ccc2c(c1)OCO2 | 95 | 2 | 27 | 106 | 1.3 | 12 | 1 | 0.4 | -0.8 | -6
CN(C)c1nc(N)nc(CSc2nc3cc(Cl)ccc3o2)n1 | 95 | -3 | 11 | 152* | 2 | 9 | -4 | 0.6 | -0.3 | -57
Cc1cc(NC(=O)CS(=O)(=O)c2cn(Cc3ccccc3Cl)c3ccccc23)no1 | 103 | 1 | 13 | 96 | 0.62 | 1 | -6 | 0.1 | 3.5 | 4
CCOC(=O)c1[nH]c2ccc(C)cc2c1N | 113 | -6 | 111 | 120 | 3.5* | -9 | -7 | -0.3 | -1.3 | -20
Cc1cnn(-c2cc(N/N=C/c3ccccc3F)ncn2)c1 | 102 | -7 | 4 | 106 | 0.93 | 4 | 3 | -0.6 | 1.9 | -7
Cc1cc(NC(=O)COC(=O)c2cccc(OCc3ccccc3)c2)no1 | 111 | -4 | -6 | 105 | 1.2 | -10 | -4 | -0.2 | 1.7 | -6
Cc1ccc(CNC(=O)CSc2ccc(-c3cccs3)nn2)cc1 | 104 | -14 | -9 | 101 | 0.86 | -6 | 0 | -0.4 | 0.3 | -1
N=C(c1cccc([N+](=O)[O-])c1)N1CCCCCC1 | 99 | -6 | 8 | 93 | 1 | 7 | -4 | -0.2 | 0.5 | 5
Cc1ccc(-c2nc(SCC(=O)NCC3CCCO3)c(-c3ccccc3)[nH]2)cc1 (configuration not stated) | 94 | 0 | 12 | 110 | 0.8 | 7 | 6 | -0.4 | 0.3 | -11
Cc1ccc(-c2cc(C(=O)N3CCN(C(=O)c4ccco4)CC3)no2)cc1 | 97 | 8 | 8 | 106 | 0.96 | 6 | 0 | 0.0 | 0.6 | -2
CC(=O)CC1=NC(C)(C)Cc2ccccc21 | 99 | 5 | 1 | 101 | 1.5 | 7 | 12* | -0.3 | 0.2 | 1
O=C(N/N=C/c1ccccc1[N+](=O)[O-])C(=O)N1CCCC1 | 103 | 2 | 20 | 111 | 1.5 | 3 | -2 | 0.1 | -0.7 | -14
Cc1ccccc1C(=O)Nc1ccc2c(C#N)c3nc4ccccc4nc3n2c1 | 82 | 9 | 14 | 98 | 0.72 | 24 | -9 | -0.3 | 0.0 | 2
O=C(Nc1nc(-c2ccccc2)cs1)C1CCCCN1S(=O)(=O)c1ccccc1 (configuration not stated) | 112 | -1 | -18 | 95 | 0.81 | -9 | -2 | -0.1 | 1.6 | 5
COC(=O)C1=C(C)N(c2ccc(Cl)cc2)/C(=C/c2cccs2)C1=O | 87 | -10 | 11 | 83 | 1.1 | 18 | -4 | -0.3 | -0.1 | 19
COc1ccc2ccccc2c1/C=N/NC(=O)c1cccc(Br)c1 | 79 | -5 | 5 | 91 | 0.98 | 27 | -2 | -0.3 | 0.0 | 10
COC(=O)c1nn(C23CC4CC(CC(C4)C2)C3)c2c1C(=O)N(c1ccc(Br)cc1)C2=O | 104 | 4 | 3 | 106 | 0.9 | 2 | 0 | -0.4 | -1.2 | -6
COc1ccc(CC2(CO)CCN(C/C=C/c3ccccc3OC)CC2)cc1 | 100 | 6 | -17 | 100 | 0.74 | 4 | -5 | -0.5 | -0.7 | -1
CCOC(=O)CN1CCS(=O)(=O)CC1 | 98 | -2 | 16 | 101 | 1.2 | 7 | 0 | -0.5 | 0.0 | -4
c1ccc(OCCCCN2CCOCC2)cc1 | 101 | 3 | nt | 109 | 1.2 | -1 | -2 | 0.5 | 1.3 | -3
CCOc1ccc(-n2c(C)nc3cc(C(=O)NCc4ccco4)ccc32)cc1 | 88 | -14 | -5 | 98 | 1 | 17 | -3 | -0.2 | -1.1 | 3
CCOC(=O)c1c(NC(=O)CN2CCCCC2)sc(C)c1C | 109 | 3 | -2 | 100 | 1.1 | -2 | -1 | -0.1 | -0.4 | -1
COc1ccc(-c2nc3cc([N+](=O)[O-])ccc3o2)cc1OC | 86 | -5 | 20 | 110 | 1.5 | 20 | -9 | -0.4 | -0.3 | -13
Nc1nonc1C(=O)N/N=C/c1ccc(-c2cccc(C(=O)O)c2)o1 | 105 | -3 | 15 | 111 | 1.2 | -5 | 5 | 0.6 | -1.3 | -12
CCOC(=O)C1(CCCc2ccccc2)CCN(Cc2cn(CC)nc2C)CC1 | 105 | -8 | 11 | 78 | 0.69 | 1 | -1 | -0.3 | -1.0 | 22
COC(=O)COc1ccc(-c2nn(C)c(=O)c3ccccc23)cc1 | 90 | 2 | 0 | 102 | 1 | 11 | -2 | -0.1 | 2.6 | -2
COc1ccc(OC)c(CNC(=O)Cc2c(C(=O)O)[nH]c3ccc(Cl)cc23)c1 | 101 | 5 | -7 | 111 | 1.3 | 1 | 1 | -0.3 | 0.1 | -13
CCOc1cc(/C=N/NC(=S)Nc2ccccc2C(F)(F)F)ccc1OCC(=O)N1CCOCC1 | 99 | -10 | 8 | 102 | 0.36 | -1 | -3 | -0.1 | -0.5 | -3
CN1CCN(C(=O)C2CCN(S(=O)(=O)c3ccc4c(c3)oc(=O)n4C)CC2)CC1 | 98 | 0 | 13 | 103 | 1.1 | 3 | 0 | -0.2 | -0.3 | -2

A different layout for some results above:
canonical_smiles	STAT3 activator	TLR4 MyD88 comp	APP 5'UTR act	STAT1 act	NF-kB expr up	STAT3 inh	HMGR II inh	Hsp70 act	DTT redox prof	STAT1 blocker
CCOC(=O)CN1CCS(=O)(=O)CC1	98	-2	16	101	1.2	7	0	-0.5	0.0	-4
c1ccc(OCCCCN2CCOCC2)cc1	101	3	nt	109	1.2	-1	-2	0.5	1.3	-3
CCOc1ccc(-n2c(C)nc3cc(C(=O)NCc4ccco4)ccc32)cc1	88	-14	-5	98	1	17	-3	-0.2	-1.1	3

(continued)
SMILES | STAT3 activator | TLR4 MyD88 comp | APP 5'UTR act | STAT1 act | NF-kB expr up | STAT3 inh | HMGR II inh | Hsp70 act | DTT redox prof | STAT1 blocker
Cc1cc(C)c(C)c(C(=O)CSc2nnc(C)c(=O)[nH]2)c1C | 105 | 3 | -1 | 103 | 1 | -8 | -3 | -0.4 | 0.7 | -4
CC(C)[C@H](NC(N)=O)C(=O)Nc1ccc(OCc2ccccc2)cc1 | 102 | 7 | -5 | 111 | 1.2 | 2 | -6 | 0.0 | -0.2 | -12
Cc1ccc([N+](=O)[O-])cc1NC1OC(CO)C(O)C1O (configuration not stated) | 101 | -3 | 10 | 100 | 1.2 | 9 | 1 | -0.2 | 1.7 | 0
CCNc1nc(CN2CCOCC2)nc2sc3c(c12)CCC3 | 98 | -6 | -5 | 96 | 0.8 | 3 | -2 | -0.4 | -0.1 | 4
CC(C)C(=O)Nc1cccc(NC(=O)c2ccc(Cl)cc2Cl)c1 | 102 | -3 | -3 | 99 | 1.1 | 1 | -2 | -0.3 | 0.0 | 1
O=CC1=C(N2CCOCC2)/C(=C\c2ccccc2)CC1 | 106 | 10 | 10 | 98 | 0.92 | -2 | -5 | 0.3 | -1.1 | 0
O=S(=O)(NCC(c1cccnc1)N1CCOCC1)c1cccs1 (configuration not stated) | 97 | -11 | 2 | 106 | 1.3 | 7 | 1 | -0.1 | -0.7 | -6
Cc1nc(N2CCCCC2)nc(N2CCCCC2)c1C=O | 112 | -4 | -5 | 108 | 1 | -7 | 1 | 0.0 | 0.4 | -11
Cc1ccc(NC(=O)CSc2nnc(-c3ccccc3Br)o2)cc1C | 90 | -1 | 43 | 104 | 3.2 | 13 | -8 | -0.1 | -0.4 | -5
CCSc1ccccc1C(=O)NC1CCCCC1 | 101 | 3 | 10 | 103 | 1.1 | 3 | 1 | -0.1 | -0.1 | -6
COc1ccc(CN(Cc2ccc(C(=O)O)cc2)C(=S)Nc2ccc(C)cc2)cc1OC | 99 | -4 | 9 | 94 | 1.4 | 3 | -1 | -0.1 | -0.1 | 6
COc1ccccc1N1CCN(CC(=O)N2CCCC2)CC1 | 105 | -8 | -9 | 107 | 1 | 0 | -5 | 0.0 | 0.2 | -8
O=C1CC2CS(=O)(=O)CC2N1C1CCCCC1 (configuration not stated) | 93 | 4 | 4 | 104 | 1 | 13 | 1 | 0.0 | -1.8 | -4
Cc1ccccc1-c1nnn(CC(=O)Nc2ccc3c(c2)OCCO3)n1 | 97 | 12 | 0 | 102 | 1.1 | 5 | -2 | -0.2 | -0.1 | -3
OCCN1CCN(c2ncnc3c2sc2nc(N4CCOCC4)c4c(c23)CCC4)CC1 | 99 | -9 | -6 | 98 | 0.52 | 7 | -5 | -0.3 | 0.0 | 1
Cc1ccc2c(c1)C1CN(C)CCC1N2C(=O)c1ccccc1NS(=O)(=O)c1ccc(F)cc1C (configuration not stated) | 105 | 5 | 5 | 102 | 0.85 | 3 | -2 | -0.1 | -0.2 | -2
CCCN1CCN(C(=S)NCc2ccc(Cl)cc2)CC1 | 107 | -17 | -16 | 100 | 0.95 | -2 | 5 | 0.2 | 0.5 | -3
CS(=O)(=O)N1N=C(c2ccc(Br)cc2)CC1c1ccc2c(c1)OCO2 (configuration not stated) | 114 | 2 | 111 | 155* | 5.5* | -4 | -5 | 0.1 | -3.0 | -61
COc1ccc(NC2=CC(c3ccc(OC)c(OC)c3)N(c3ccc(OC)cc3)C2=O)cc1 (configuration not stated) | 84 | -4 | -12 | 91 | 1 | 23 | -11 | -0.3 | 2.1 | 10
Cc1c(Cl)cccc1NC(=S)NCCC(C)C | 92 | -4 | 0 | 90 | 1.2 | 18 | 1 | -0.3 | 0.8 | 9
O=C(CNS(=O)(=O)c1ccc(Br)s1)N1CCN(C(=O)c2ccco2)CC1 | 106 | -5 | 2 | 94 | 1 | 0 | -6 | -0.1 | 0.2 | 6
